High-throughput results (PubChem BioAssay)
Dynein transport: inhibitors of GR-EGFP nuclear translocation, primary screen, dynein cargo transport inhibitor project, imaging, high-content, 3617.4 mouse cells; test concentration mostly 20 µM; stimulated with dexamethasone, 1 µM; hits give low values; AID 1381, 2008; 220,000 compounds, 0.47% hits; z-score, hits read low;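 active = plate z-score of nuclear minus cytoplasmic receptor signal below a set negative limit, without overly bright fluorescence or cell loss, cut at about -3.5 in these data, passing the limit was not always enough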;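 also: z-score of nuclear minus cytoplasmic ring GR-EGFP intensity difference per well; some compounds called inactive have numbers as strong as hits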
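Buffer or medium: tetracycline-free induction medium containing charcoal-stripped FBS / Reagent: dexamethasone agonist, 1.0 µM final, for 30 min / Technique: automated 10x imaging of fixed Hoechst-stained cells / Times: induction 48 h, compound 1 h, agonist 30 min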
WT yeast gro inh: growth inhibition of WT strain, primary screen, mitochondrial fusion inhibitor project, WT and mutant strains, chemical genetic; mitochondrial fusion phenotypic screen; inhibition, % at 10 µM; 190,000 compounds, 2.1% hits; in the data active = inhibition above about 58%; tested in S. cerevisiae
Yfh1-depleted yeast: enhancers of respiration in Yfh1-depleted yeast, dose response, Friedreich's ataxia, plus single-dose screen (AID 1465) | S. cerevisiae Yfh1-off respiration, WST-1 reduction, 72 h; higher fold induction means a stronger effect | one-dose fold induction at 50 µM; EC50 in µM for titrated hits | 220,000 compounds, 0.074% hits;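 active = fold induction of absorbance versus untreated yeast above a set limit, then at least 30% activation at any dose in follow-up; inconclusive = repeats straddling the limit, or above it without dose testing; inactive = fold induction below the set limit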;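 also: activators that raise dye reduction in frataxin-depleted yeast; strong numbers were not always called active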
MT stabilize HCS: microtubule stabilizers in HeLa cells, primary screen, imaging, high-content imaging; HeLa tubulin immunostaining HCS, 24 h; share of cells brighter than vehicle mean+2SD; % tubulin-high responders, % at 10 µM; 200,000 compounds, 0.83% hits;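 active = plate Z-score above 3 for both tubulin-high and condensed-nucleus cell shares, with cell loss under 80%, at 10 µM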;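 also: anti alpha tubulin signal scored within the nucleus-defined area of each cell; some results filed as inactive read as strong as hits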
Ins promoter up: insulin promoter activators in MIN6 cells, imaging, high-content screening, mouse beta cells. MIN6 insulin promoter-GFP reporter; hits give high values. z-score at 5 µM. 190,000 compounds, 0.3% hits. AID 1625, 2009;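 active = z-score above 3 at 5 µM with at least 500 cells counted in the well; inconclusive = wells under 500 cells, flagged as cytotoxic or low count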
Lipid droplet: inhibitors of hepatocyte lipid droplet formation, primary screen, imaging, high-throughput imaging, BODIPY stain; inhibition, % at 6.5 µM; 240,000 compounds, 0.4% hits; AML12 mouse hepatocytes, oleate lipid droplets;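 active = lipid droplet intensity inhibited by at least 50%, with more than 500 cells counted; inconclusive = wells with under 300 cells, treated as cytotoxic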
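Material – AML12 mouse liver cells · Also added – oleate loading, 100 µM · Compound dosing – 6.5 µM single-point dosing · Times – overnight treatment with compound plus oleate · Measured by – fluorescence imaging, 20x objective, two fields per well · Read-out – percent inhibition of filter-corrected integrated lipid droplet intensity per well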
Autophagy HCS: autophagy modulators in MEF cells, primary screen, imaging, high-content, MEF GFP-LC3 | calls only at 10 µM (by protocol) | 190,000 compounds, 0.98% hits | MEF GFP-LC3 puncta imaging; test concentration mostly 10 µM | AID 463193, 2010;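 active = percentage of spot-positive cells more than 3 SD above its plate mean, without a fluorescence outlier flag or 80% toxicity; inconclusive = no clear call, values can overlap the other calls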;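 also: spot-positive cell cutoff set from DMSO-treated cells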
HEK293 NOD2/NF-kB: NOD2 signaling inhibitors, cell-based, luminescence, uHTS, HEK293 (AID 1566); HEK293 NOD2/NF-kB luciferase reporter, luminescence; higher % means a stronger effect; 290,000 compounds, 0.63% hits; inhibition, % at 4 µM, or EC50 in µM where a hit was titrated; in the data active = inhibition above about 50%; also: many of its hits are not listed in these tables
b-catenin transl: modulators of beta-catenin nuclear translocation, primary screen, imaging, HeLa cells, immunofluorescence, high-content. 190,000 compounds, 0.3% hits. nuclear translocation activity, % at 5 µM. AID 1665, 2009;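 active = nuclear translocation activity above 50% at 5 µM, with a well cell count of 50 or more; inconclusive = wells under 50 cells across six images, flagged as toxic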;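 also: per-cell ratio of nuclear to cytoplasmic median beta-catenin stain intensity; plate controls were DMSO negative control for no effect and GSK-3 inhibitor IX positive control for full effect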
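test system = HeLa cells, endogenous beta-catenin | dosing = single 5 µM dose plus 0.02–20 µM confirmation series | times = compound treatment 24 h, 37°C, 5% CO2 | technique = beta-catenin immunofluorescence imaging with DAPI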
WT yeast gro inh mutant strain: further read-out of WT yeast gro inh, marked with its call; inhibition, %; mitochondrial fusion phenotypic screen, mutant strain inhibition
Dynein transport cytoplasmic EGFP: also measured in Dynein transport; calls as there; z-score; measured here: cytoplasmic GR-EGFP intensity; hits give high values
Dynein transport nuclear GR-EGFP: also measured in Dynein transport; calls as there; z-score; measured here: nuclear GR-EGFP intensity;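 lower value marks the stronger effect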
Dynein transport cell count: recorded beside Dynein transport, whose call it bears; z-score; measured here: cell count per field
Ins promoter up cell count: further read-out of Ins promoter up, marked with its call; cell count; measured here: cytotoxicity, nuclei count;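 total cells summed across four imaged fields per well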
Lipid droplet cells 6.5 µM: second read-out of Lipid droplet, no call of its own (marks repeat the call); cell count; measured here: cell count, cytotoxicity flag;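 cells counted across two imaged fields per well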
b-catenin transl cell count 5 µM: further read-out of b-catenin transl, marked with its call; cell count; measured here: cell count, cytotoxicity flag
MT stabilize HCS Hoechst-high %: second read-out of MT stabilize HCS, no call of its own (marks repeat the call); % Hoechst-high responders; measured here: nuclear condensation Hoechst responders;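 share of cells brighter than vehicle mean plus two SD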
MT stabilize HCS cytotoxicity %: second read-out of MT stabilize HCS, no call of its own (marks repeat the call); toxicity, %; measured here: cytotoxicity by cell density;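 0% = mean cell density of plate MIN control wells and 100% = no cells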
Autophagy HCS cell loss 18 h: second read-out of Autophagy HCS, no call of its own (marks repeat the call); toxicity, %; measured here: cell loss, nuclei count;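 cell loss after 18 h compound exposure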
* = called active by the depositor; i = inactive; u = inconclusive; x = no result given. The list is partial (hit frequency here may not be typical).

SMILES	Dynein transport	Dynein transport cytoplasmic EGFP	Dynein transport nuclear GR-EGFP	Dynein transport cell count	WT yeast gro inh	WT yeast gro inh mutant strain	Yfh1-depleted yeast	MT stabilize HCS	MT stabilize HCS Hoechst-high %	MT stabilize HCS cytotoxicity %	Ins promoter up	Ins promoter up cell count	Lipid droplet	Lipid droplet cells 6.5 µM	Autophagy HCS	Autophagy HCS cell loss 18 h	HEK293 NOD2/NF-kB	b-catenin transl	b-catenin transl cell count 5 µM
Cc1cc(NC(=O)C2C3C(=O)N(Cc4ccc(Cl)cc4)C(C(=O)NC4CCCCC4)C34C=CC2(C)O4)no1 (stereo not drawn)	0.21	-0.13	-0.51	-0.79	7	12	x	2.5	1.5	6.2	-0.72	1526	x	x	i	-1	9%	0.4	1319
O=C(CSc1nnc(COc2ccc(Cl)cc2)o1)N1CCOCC1	-1.1	-0.33	-0.16	1.1	16	1	i	3.8	4.2	7.3	-0.1	1222	3	732	i	-5	-3%	0.3	1135
CCOCC(=O)Nc1nnc(COCC)s1	-0.13	-0.21	0.41	-0.76	0	-1	x	2.9	2.6	5.2	x	x	16	770	i	4	2%	x	x
COC(=O)C1(O)CC(C(C)C)=NN1C(=O)c1ccc(Cl)cc1 (stereo not drawn)	0.16	-0.2	-0.58	-0.6	0	-5	i	3.0	1.8	5.8	x	x	x	x	i	-35	9%	x	x
C=CCOC(=O)C1=C[C@@H](c2coc3ccccc3c2=O)C[C@@H](OCc2ccc(CO)cc2)O1	0.77	-0.19	0.69	-0.17	68*	33*	i	2.2	1.7	4.2	0.37	1089	-2	773	i	-7	11%	-0.5	1069
COC(=O)c1cc2nc(-c3ccc(C)cc3)cc(C(F)(F)F)n2n1	-0.95	-0.17	-0.7	-0.15	15	5	i	1.3	2.8	4.0	x	x	42	743	i	-9	19%	0.2	1522
CC(C)Cn1c(N)c(C(=O)COC(=O)C2=COCCO2)c(=O)n(C)c1=O	-0.29	-0.23	-0.072	0.33	-3	-6	i	1.7	1.8	5.5	x	x	x	x	i	-1	x	x	x
N#C/C(C(=O)N1CCOCC1)=C1/SC=C(c2ccccc2)N1c1ccccc1	-0.42	-0.19	-0.13	-0.43	8	-1	x	1.8	1.1	4.3	x	x	x	x	i	-4	x	x	x
CCS(=O)(=O)Nc1ccc2c(c1)N(C(C)=O)c1ccccc1CC2	-0.7	-0.17	-0.23	0.71	6	4	i	1.3	1.9	9.1	0.29	810	4	751	i	-17	-10%	0.8	1061
O=C(CN(Cc1ccco1)C(=O)c1ccc(Cl)cc1)Nc1ccc(Cl)c(Cl)c1	-0.12	-0.3	-0.25	-0.055	-4	6	i	6.2	2.6	8.4	-0.15	1172	2	610	i	-14	-2%	4.6	459
O=C(Nc1ccccc1O)c1csc2c1CCCC2	0.84	-0.25	0.59	-0.054	13	3	i	1.3	2.2	7.3	x	x	2	684	i	-1	-92%	3.1	1310
CCOc1cccc(NC(=O)CSc2nncn2N)c1	0.13	-0.22	0.099	0.28	-3	-6	i	2.2	1.9	7.7	0.6	1195	x	x	i	10	-8%	0.3	946
CN(C)S(=O)(=O)c1ccc(N=Cc2c(C(F)(F)F)[nH][nH]c2=O)cc1	1.4	-0.16	0.95	-1.5	-9	8	i	2.9	2.5	8.7	-0.05	1202	0	708	i	-4	8%	-1.5	1129
CCOC(=O)C1=NNC(C(=O)c2ccc(C)cc2)C1c1ccc(OC)cc1 (stereo not drawn)	0.12	-0.31	0.15	-0.22	7	-5	i	1.8	1.8	11	-0.2	866	-9	775	i	5	5%	5.4	1049
O=C1CC(N2CCN(S(=O)(=O)c3ccccc3)CC2)C(=O)N1c1ccccc1 (stereo not drawn)	0.79	-0.26	-0.032	-0.41	x	x	i	x	x	x	0.52	1147	-30	737	x	x	-14%	0.6	1246
CCC(C)C(Nc1ccc(C(=O)OC)cc1[N+](=O)[O-])C(=O)OC (stereo not drawn)	-0.23	-0.26	-0.16	0.91	1	-10	i	2.1	2.5	6.0	-0.13	1444	-17	591	i	7	11%	-3.4	542
CCCCN1C(=S)NC[C@@H]1Cc1cccc2ccccc12	-1.1	-0.76	-0.49	0.78	x	x	i	x	x	x	-0.58	913	4	675	x	x	-17%	0.9	1298
Cc1ccc(N2C(S)=C(C#N)C(=O)NC23CCCCC3)cc1	-0.34	0.11	-0.37	0.68	-37	-3	i	3.3	2.6	7.9	0.64	1370	-4	632	i	-12	10%	-0.3	1062
CC(=O)c1ccc(OCCCC(=O)OCC(=O)N2CCN(c3ccccc3)CC2)cc1	-0.086	-0.15	0.28	-0.34	-12	-17	i	1.4	1.5	11	-0.69	932	x	x	x	x	-6%	1.0	1185
Cc1cc(N2CCOCC2)nc2ccc(NC(=O)C3CCC(C)CC3)cc12 (stereo not drawn)	-0.093	-0.22	0.23	1.1	10	-2	i	4.2	2.6	11	-0.85	1087	x	x	i	10	4%	-4.5	865
COc1ccc(C(=O)Nc2ccc(S(=O)(=O)N3CCOCC3)cc2)cc1OC	-0.79	0.013	-0.24	0.84	-1	-28	i	1.7	1.9	10	x	x	x	x	i	-21	18%	x	x
O=C(NNS(=O)(=O)c1ccccc1)c1sccc1-n1cccc1	-0.58	-0.21	-0.56	0.24	0	3	i	1.5	2.0	10	x	x	x	x	i	0	12%	x	x
COc1ccc(-c2csc(Nc3ccccc3)[n+]2Cc2ccccc2)cc1	0.14	-0.26	-0.17	0.02	21	11	i	1.8	1.7	11	-0.28	1192	6	653	i	-7	-5%	1.6	1051
COc1ccccc1C1=NOC(COC(=O)c2ccc(Br)cc2)C1 (stereo not drawn)	-0.19	-0.27	0.93	-0.63	33	11	i	2.7	2.0	5.9	-0.05	2275	-10	532	i	4	9%	-0.2	909
C=CCc1ccccc1OCC(=O)N/N=C/c1ccccc1OCC	-0.46	-0.31	0.46	0.56	5	-10	i	6.0	3.0	7.2	0.73	1212	-3	649	i	-63	-13%	x	x
(list continues)
SMILES	Dynein transport	Dynein transport cytoplasmic EGFP	Dynein transport nuclear GR-EGFP	Dynein transport cell count	WT yeast gro inh	WT yeast gro inh mutant strain	Yfh1-depleted yeast	MT stabilize HCS	MT stabilize HCS Hoechst-high %	MT stabilize HCS cytotoxicity %	Ins promoter up	Ins promoter up cell count	Lipid droplet	Lipid droplet cells 6.5 µM	Autophagy HCS	Autophagy HCS cell loss 18 h	HEK293 NOD2/NF-kB	b-catenin transl	b-catenin transl cell count 5 µM
O=C(/C=C/c1ccc(S(=O)(=O)NCc2ccco2)cc1)N1CCN(c2ccccc2)CC1	0.46	-0.21	0.25	-0.54	4	2	i	1.7	1.7	4.5	-0.4	1109	10	684	i	8	15%	-2.4	1185
COc1ccccc1C(c1nnnn1C(C)(C)C)N1CCN(Cc2ccccc2)CC1 (stereo not drawn)	-0.12	-0.26	0.018	1.3	-3	-13	i	3.1	2.3	8.4	x	x	-12	734	i	7	13%	x	x
Clc1ccc(-c2nnc(-c3ccc(Br)o3)o2)c(Cl)c1	-0.98	-0.19	-0.28	0.64	-16	-15	i	4.4	2.8	3.4	-0.31	965	x	x	i	-6	-153%	3.2	1073
Cc1nc2ccccc2c2oc(C(=O)Nc3ccc4c(c3)OCCO4)cc12	-0.75	-0.13	-0.42	0.047	0	-2	i	5.0	1.5	4.9	u	x	x	x	i	11	-12%	x	x
CCCN1C(=O)/C(=C/c2ccco2)SC1=Nc1ccc(OC)cc1	-1.4	-0.22	-0.51	0.79	-10	-10	i	2.3	2.0	9.3	-0.02	1065	6	785	i	-7	4%	-4.8	1179
CC/C(=N\NC(=S)Nc1ccc(OC)cc1)c1ccc(OC(F)F)cc1	-0.63	-0.25	-0.34	0.35	49	28	i	9.2	5.8	2.0	-0.42	1089	29	748	i	7	-2%	0.3	542
CC(C)CNc1oc(-c2ccco2)nc1C#N	-0.81	-0.26	-0.38	-0.25	-15	10	i	1.4	1.6	3.3	-0.94	1035	18	712	i	-2	0%	-5.0	1188
CCOC(=O)N1CCN(C(=O)c2ccc(Cl)c(S(=O)(=O)N3CCOCC3)c2)CC1	0.12	-0.42	0.033	-0.18	8	-5	i	2.8	1.6	6.6	-0.42	1612	x	x	i	0	12%	0.5	1343
CCC(C)c1ccc(NC(=O)CSc2nncn2N)cc1 (stereo not drawn)	-0.23	-0.12	0.16	0.63	13	-1	i	3.8	1.7	4.5	0.14	914	-6	772	i	-1	-24%	5.3	1127
CC1CCc2sc(C(=O)N=Nc3c(O)[nH]c4ccccc34)cc2C1 (stereo not drawn)	0.48	-0.2	0.27	-0.019	32	-8	i	2.6	1.9	5.7	-0.27	1469	-1	614	i	24	8%	-0.7	1166
Cc1cc(N2CCN(Cc3cn(C)nc3-c3cccc(Cl)c3)CC2)cc(C)n1	-0.83	3.6	0.5	0.15	-9	-9	i	17	13	56	-0.71	1333	-17	703	i	25	-6%	73*	381*
